V1aR counter = V1a receptor agonism, counter-screen for OXTR agonists. CHO-V1R cells, Fluo-8 calcium fluorescence, agonist mode; 0% DMSO, 100% 3 nM vasopressin. actives 0.25% (n = 320,000). activation, % at 3 µM. P37288;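 active = activation above the mean activation of all tested compounds plus 3 SD, per screening run, cut at about 20% in these data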;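 also: signal is peak over basal fluorescence ratio across a 100 second FLIPR read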
Target sequence (P37288 whole entry, looked up): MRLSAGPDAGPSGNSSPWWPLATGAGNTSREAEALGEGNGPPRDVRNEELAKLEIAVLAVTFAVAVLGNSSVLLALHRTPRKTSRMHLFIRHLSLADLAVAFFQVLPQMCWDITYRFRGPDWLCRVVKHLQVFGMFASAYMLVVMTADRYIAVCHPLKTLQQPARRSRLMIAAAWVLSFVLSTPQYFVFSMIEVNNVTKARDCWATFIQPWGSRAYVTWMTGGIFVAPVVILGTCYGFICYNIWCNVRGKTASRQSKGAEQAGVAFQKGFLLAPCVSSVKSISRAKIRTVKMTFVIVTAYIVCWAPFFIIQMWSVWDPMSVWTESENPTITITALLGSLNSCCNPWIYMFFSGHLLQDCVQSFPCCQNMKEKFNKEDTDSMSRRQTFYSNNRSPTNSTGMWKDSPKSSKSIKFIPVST
TAAR1 antagonist = human TAAR1 antagonism; AID 624466; Q96RJ0; actives 1.5% (n = 360,000); inhibition, % at 3 µM; CHO RD-HGA16 TAAR1, Fluo-8 calcium fluorescence, antagonist;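 active = inhibition above a per-plate cutoff, the mean inhibition of test compounds on that plate plus 3 SD, cut at about 49% in these data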;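 also: 0% = DMSO plus EC80 beta-PEA response and 100% = DMSO alone without agonist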
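Material: CHO RD-HGA16 cells bearing hTAAR1; compound dosing: one-point dosing, 3 µM nominal final; schedule: dye loading 75 min at 37 °C, then 30 min room temperature; measured by: calcium fluorescence with Fluo-8; control set: vehicle and agonist controls; replication: n of 1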
OXTR potentiate = potentiators of human oxytocin receptor; actives 0.061% (n = 320,000); CHO-OTR cells, Fluo-8 calcium fluorescence, potentiator mode; 0% = oxytocin EC15, 100% = EC100; activation, % at 3 µM;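 active = activation above that plate's cutoff, the mean activation of tested compounds plus 3 SD, cut at about 6.6% in these data, passing the limit was not always enough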;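 also: 100% uses oxytocin at 75 nM as the full agonist control; some results filed as inactive read as strong as hits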
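Measured by – Fluo-8 calcium dye fluorescence · Test system – human OTR in CHO cells · Dosing – one concentration, 3.0 µM compound · Controls – EC15 oxytocin alone as 0%, 75 nM oxytocin as 100% · Evaluation – normalized max/min fluorescence ratio, % activation · Timing – 6 min pre-incubation, 100 s read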
OXTR agonist = human OXTR agonism. actives 0.32% (n = 320,000). CHO-OTR cells, Fluo-8 calcium fluorescence; normalized: DMSO 0%, oxytocin 100%. P30559. activation, % at 3 µM;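 active = activation above the mean of all tested compounds plus 3 SD, cutoff set per screening run, cut at about 20% in these data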;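 also: peak over basal fluorescence ratio from a 100 s FLIPR kinetic read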
CHO-K1 Ca ag = nonselective activator or artifact in parental CHO-K1 cells; Fluo-8 calcium fluorescence; scaled to maximal ATP response, vehicle zero; activation, % at 3 µM; actives 0.48% (n = 360,000); AID 602248; in the data active = activation above about 15%;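 also: untransfected CHO-K1 host cells lacking M1 receptor as counterscreen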
CHO parental Ca = counter-screen for OX1R antagonists: effect in parental CHO cells. parental CHO-K1, ATP-induced calcium, Fluo-8 fluorescence. inhibition, % at 5.6 µM. actives 0.63% (n = 330,000);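 active = inhibition above that plate's mean sample inhibition plus 3 SD, cut at about 26% in these data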;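 also: 0% = ATP-challenged DMSO wells and 100% = DMSO wells without ATP; some compounds past the cut are filed as inactive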
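Measured by: calcium-sensitive Fluo-8 fluorescence / Test system: CHO parental line / Controls: ATP-challenged DMSO wells low, unchallenged DMSO wells high / Measure: % inhibition / Compound: single nominal dose of 5.6 µM per compound / Replicates: single well per compound, no replicates / Reagent: ATP as calcium-mobilizing challenge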
CHO-K1 Ca antag = M1 antagonist counterscreen hit in parental CHO-K1 cells. ATP-induced calcium, Fluo-8 fluorescence. inhibition, % at 3 µM. actives 0.6% (n = 360,000). AID 602250;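 active = inhibition above a per-plate cutoff, the plate's mean sample inhibition plus 3 SD, cut at about 24% in these data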;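 also: 0% = DMSO plus EC80 ATP and 100% = DMSO alone without ATP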
CHO-K1 Ca PAM = nonselective activator or artifact in parental CHO-K1 calcium assay; ATP EC20, Fluo-8 calcium fluorescence; 0% at ATP EC20, 100% at ATP max; activation, % at 3 µM; actives 0.02% (n = 360,000); AID 602247;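 active = activation above the run cutoff, the mean activation of all test compounds plus 3 SD, cut at about 40% in these data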;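 also: peak over basal fluorescence ratio in a 140 s read after ATP addition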
GPR7 antagonist = human neuropeptides B/W receptor 1 antagonism; P48145; GPR7-expressing cells, fluorescence antagonist assay; inhibition, % at 4.4 µM; actives 1.1% (n = 290,000); AID 1861; in the data active = inhibition above about 16%, passing the limit was not always enough;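 also: cells stimulated with the agonist NPW; 0% = agonist with vehicle and 100% = vehicle without agonist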
Target sequence (P48145 whole entry, looked up): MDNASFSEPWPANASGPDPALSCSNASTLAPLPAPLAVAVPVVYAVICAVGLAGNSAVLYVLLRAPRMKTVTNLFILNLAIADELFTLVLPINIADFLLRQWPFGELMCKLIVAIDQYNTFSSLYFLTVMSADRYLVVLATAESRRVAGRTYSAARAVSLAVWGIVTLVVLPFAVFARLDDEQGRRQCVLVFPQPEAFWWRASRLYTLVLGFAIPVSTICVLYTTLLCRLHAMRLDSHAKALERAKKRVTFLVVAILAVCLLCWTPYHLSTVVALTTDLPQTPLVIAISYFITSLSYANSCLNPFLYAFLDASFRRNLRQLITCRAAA
* = called active by the depositor; · = no result given.

structure,V1aR counter,TAAR1 antagonist,OXTR potentiate,OXTR agonist,CHO-K1 Ca ag,CHO parental Ca,CHO-K1 Ca antag,CHO-K1 Ca PAM,GPR7 antagonist
Cc1ccc(NC(=O)COc2ccc3c(c2)OCO3)c(C)c1,-0.8,2,-3,0.1,-0.1,0,-17,1,·
CCC(c1nnnn1Cc1ccco1)N1CCN(c2cc(Cl)ccc2C)CC1 (stereo not drawn),0.2,9,-17,-1.4,0.3,7,-3,15,23*
CCn1nc(C)c(Br)c1-c1nc(-c2cccc(C)c2)no1,-0.4,-66,-1,0.8,1.0,-19,-12,3,-8
C#CCn1c(=NC(=O)c2ccc(Br)s2)sc2cc(NC(C)=O)ccc21,0.1,-7,-2,0.7,4.8,-5,-9,28,-4
O=S(=O)(Nc1ncccc1O)c1ccc(Cl)cc1,2.2,2,-7,3.5,6.4,-16,-22,12,-7
O=C(OCc1ccc(F)cc1)c1cccnc1Cl,0.0,-11,-2,0.1,0.9,4,-15,1,-13
C[C@@H]1CN([C@H](C)CO)C(=O)CCCn2nncc2CO[C@H]1CN(C)S(=O)(=O)c1ccc(C#N)cc1,·,3,·,·,0.4,·,3,-9,·
Cc1ccc(OCCn2cnc(Cl)c2Cl)cc1,-0.7,-15,6,-1.6,0.3,-6,-18,24,5
COc1ccc(-n2c(SCC(=O)Nc3ccc(Cl)cc3)nc(O)c(Cc3ccccc3)c2=O)cc1,0.0,-16,-1,0.2,-0.1,-6,4,7,-18
Clc1ccccc1Cc1noc(CN2CCN(c3cnccn3)CC2)n1,0.3,-15,-3,0.4,0.4,-5,-6,-5,-3
O=C(NCc1ccccc1F)c1ccc2c(c1)OCO2,0.1,1,-3,-1.0,0.6,3,-8,-7,0
CCOC(=O)c1c(Nc2ccccc2OCCOC)n[nH]c1C,0.0,-17,-10,-4.2,0.0,-15,2,-9,-16
Cc1cccc(OC(C)C(=O)OCC(=O)Nc2sccc2C(N)=O)c1 (stereo not drawn),9.8,16,-13,18,16*,17,12,-10,·
CCCCN(C(=S)Nc1ccc(F)cc1)c1c(N)n(CCC)c(=O)[nH]c1=O,1.4,-8,-1,1.3,1.7,5,-16,23,6
COc1ccc(CCC(C)NC2CCCCCCC2)cc1 (stereo not drawn),1.3,1,1,4.4,1.1,-3,5,-12,12
CC(C)COc1ccccc1C(=O)NC(CO)C(=O)O (stereo not drawn),0.8,-1,-2,1.1,0.1,-11,1,11,8
CCc1ccc(CN(C)C(=O)C2CCC(=O)N(CCc3ccc(OC)cc3)C2)nc1 (stereo not drawn),1.9,-9,-5,1.1,0.8,-2,-5,-6,-11
COC(=O)c1cc(=O)cc(C(=O)OC)o1,0.8,-27,-7,0.0,-0.1,9,22,-6,-7
Cc1cccc(C)c1NC(=O)CSc1nc2[nH]c(=O)cc(O)c2s1,1.2,-14,-2,1.6,0.3,-1,-13,14,·
COc1cccc(CNc2nc(NC(C)C)nc3ccsc23)c1OC,·,-11,·,·,5.8,·,-10,12,·
CCOC(=O)C1=C(C)NC(=O)NC1c1ccc(N(CC)CC)cc1 (stereo not drawn),-0.7,-52,-3,-0.6,0.0,-3,-2,0,-10
O=C(Cc1ccc(Br)cc1)N1CCCC1,0.6,4,5,-0.6,1.1,-8,-4,18,-11
CC(=O)Nc1ccc(NC(=O)c2ccc(OCc3c(C)noc3C)cc2)cc1,0.7,11,-6,2.0,0.1,-9,2,3,·
C1CNCCOCCNCCN1,-0.1,19,-16,0.6,0.0,7,-14,25,-3
CC1=CC(C)C(C(=O)O)C(C(=O)N2CCN(C)CC2)C1 (stereo not drawn),-0.2,15,6,0.1,0.0,-10,-7,-2,-1
C/C(=C/c1ccccc1)C(=O)N1CCN(c2ccccc2F)CC1,-0.3,-25,-6,-1.8,-0.4,-14,6,-7,-3
CCCc1c(-c2cccc(F)c2)ncn1Cc1ccccc1OC,·,-14,·,·,1.3,·,-20,26,·
COC1OC2COC(c3ccccc3)OC2C(OC(=O)c2ccccc2)C1OC(=O)c1ccccc1 (stereo not drawn),·,-43,·,·,-0.2,·,-1,-19,·
CCOc1ccc(NC(=O)C2CC(=O)N3CCCN=C3S2)cc1 (stereo not drawn),-0.3,2,-6,-0.9,0.5,-25,-6,16,2
Cc1cc(C)c(-c2nc3ccccc3s2)[nH]1,8.3,-37,-7,-1.8,0.3,-13,-7,7,-3

Of the compounds above, these have a thiophene ring, fused or not:
structure,V1aR counter,TAAR1 antagonist,OXTR potentiate,OXTR agonist,CHO-K1 Ca ag,CHO parental Ca,CHO-K1 Ca antag,CHO-K1 Ca PAM,GPR7 antagonist
C#CCn1c(=NC(=O)c2ccc(Br)s2)sc2cc(NC(C)=O)ccc21,0.1,-7,-2,0.7,4.8,-5,-9,28,-4
Cc1cccc(OC(C)C(=O)OCC(=O)Nc2sccc2C(N)=O)c1 (stereo not drawn),9.8,16,-13,18,16*,17,12,-10,·
COc1cccc(CNc2nc(NC(C)C)nc3ccsc23)c1OC,·,-11,·,·,5.8,·,-10,12,·

(further entries)
structure,V1aR counter,TAAR1 antagonist,OXTR potentiate,OXTR agonist,CHO-K1 Ca ag,CHO parental Ca,CHO-K1 Ca antag,CHO-K1 Ca PAM,GPR7 antagonist
CCNc1nnc(-c2ccccc2OC)s1,-1.2,13,-1,-1.5,·,-12,·,·,-9
CC1=C(O)c2ccccc2C(=O)C1=O,·,-26,·,·,-0.8,·,-6,17,·
Cc1ccc(/C(O)=C/c2nc3cc(C)ccc3oc2=O)cc1,-0.4,-21,-1,-0.8,0.2,-14,0,-5,2
CCn1nnnc1SCC(=O)Nc1nc2ccc(OC)cc2s1,-0.2,1,1,1.0,0.8,-18,-20,24,-16
C#CCn1c(-c2ccccc2)ccc(C#N)c1=O,-1.6,-4,-2,-2.0,0.6,-10,-1,12,-6
CC(=O)NC12CC3CC(C1)CC(C(=O)N1CCN(S(=O)(=O)c4ccc(Cl)s4)CC1)(C3)C2,1.0,6,-3,0.7,2.0,-16,-8,7,-5
Cc1nn(-c2ccccc2)c2c1C(O)CC(C)(C)C2 (stereo not drawn),0.3,-2,1,1.0,1.1,-5,-6,22,-8
Clc1cccc(CNc2ccn3nc(-c4ccc(OCc5ccccc5)cc4)cc3n2)c1,·,-4,·,·,0.2,·,6,-8,·
O=C1CCN(S(=O)(=O)c2ccc(Cl)cc2)N1,2.6,-6,-4,0.3,0.3,-5,-14,24,-3
O=C(OCc1c(Cl)cccc1Cl)c1cnccn1,1.6,0,0,1.4,0.6,-8,-3,7,-14
COc1cccc(-c2nc(N3CCCCC3)c3ccccc3n2)c1O,-1.4,-17,-8,-1.6,0.0,-29,-4,5,·
Cc1c(Cc2ccccc2)c(=O)oc2cc(OCC(=O)N[C@@H](Cc3ccccc3)C(=O)O)ccc12,0.6,14,-1,0.6,0.0,-2,12,-8,-9
CC(C)Nc1nc(Cl)nc(N(C#N)CN2C(=O)c3ccccc3C2=O)n1,0.3,-18,-5,-1.6,0.0,-14,1,2,-10
O=C(N/N=C/c1cccc([N+](=O)[O-])c1)C1CC(=O)N(c2ccc(Cl)cc2)C1 (stereo not drawn),-0.9,-8,-5,-1.7,-0.5,-22,14,-1,5
Nc1ccccc1-c1nnc(-c2ccc(-c3ccccc3)cc2)o1,0.8,-1,3,1.0,-0.2,-5,2,-6,-5
Cc1ccc(C2c3[nH]c4ccccc4c3C[C@H]3C(=O)N(c4ccccc4C(=O)NCCCN4CCOCC4)C(=O)N23)cc1 (stereo partly drawn),3.3,53*,-7,3.5,3.0,-16,4,-8,8
COc1ccc(N2Cc3ccc(OC)c(OC)c3C2=O)cc1,0.2,-2,-2,-1.0,-0.1,-9,7,-4,9
Cc1ccc(NC(=S)Nc2c(C)n(C)n(-c3ccccc3)c2=O)cc1Cl,-0.6,-12,-3,-1.3,0.8,-11,-17,17,-10
COC(=O)N/N=C/c1cc(Cl)cc(Cl)c1OCc1ccccc1,-0.1,-2,-4,-1.8,-0.1,-11,1,5,-6
O=C(CSc1nc2c(sc3ccccc32)c(=O)n1CCCN1CCCC1)NCC1CCCO1 (stereo not drawn),0.5,4,6,-0.5,2.2,-3,-2,25,3
Cc1cccnc1NC(=S)NC(=O)c1oc2ccccc2c1C,-0.1,5,-11,-0.3,0.8,-11,-5,5,-8
COc1cccc(CN2CCNC(=O)C2CC(=O)NC2CCOCC2)c1OC (stereo not drawn),1.3,-9,-8,0.6,1.9,3,-11,27,-10
COC(=O)N/N=C(\C)c1ccc(Br)cc1,-0.3,-3,-12,-0.2,-0.4,0,0,6,1
c1ccc(-c2nccc3ccccc23)cc1,-1.0,-53,-14,-1.6,0.5,1,-16,17,·
CC1CCN(C(=O)N[C@@H](Cc2ccccc2)C(=O)O)CC1,0.8,-5,-6,-0.1,-0.2,4,-4,6,14
O=C(CN1CCN(c2ccccn2)CC1)Nc1ccccc1Br,1.4,-5,-3,0.8,1.4,-19,7,-31,-11
CC1CCCC(NC(=O)c2cccc(N3CCCC3=O)c2)C1C (stereo not drawn),0.3,3,-12,-0.7,0.4,-13,-3,-2,-4
Cn1nnnc1Sc1ncnc2scc(-c3ccccc3Cl)c12,-0.5,7,0,-1.5,-0.7,-29,-12,-5,·
Cc1nn(-c2ccc(N3CCOCC3)nn2)c(C)c1CCC(=O)Nc1ccccc1,0.5,6,1,0.4,1.5,-11,-5,-1,-3
CCn1c(=N)c(S(=O)(=O)c2ccc(C)cc2)cc2c(=O)n3ccccc3nc21,0.0,-4,-14,-0.6,·,-16,·,·,-7
Cc1cccc(Nc2nc(N)nc(CN3CCN(c4ccccc4F)CC3)n2)c1,-1.3,3,-17,-2.8,0.8,-27,-20,3,-3
COc1cc(NC(=O)CN(C)Cc2cccc(F)c2)c(C)cc1[N+](=O)[O-],0.0,-1,-5,-1.4,1.1,0,-11,16,-6
Cc1cc(NC(=O)CSc2nnc(C(C)N(C)C)n2-c2ccc(F)cc2)no1 (stereo not drawn),0.0,-15,-4,-1.1,1.2,-13,-8,20,-1
C[C@H](CO)N1C[C@H](C)[C@@H](CN(C)Cc2ccc(C(=O)O)cc2)Oc2ncc(-c3ccc(C(=O)N(C)C)cc3)cc2C1=O,·,9,·,·,0.2,·,1,-6,·
COC(=O)NNC(=O)c1ccc(C)cc1,1.4,3,0,0.3,0.2,-7,-5,7,7
COc1ccc(CNC(=O)CCCC(=O)Nc2cccc(Br)c2)cc1,1.0,-18,-3,1.2,2.0,-16,-3,2,-10

Screens (PubChem)

Outcome played no part in choosing rows, and some 3.5% of all compounds hit somewhere here.
